Screens from PubChem BioAssay.
14-3-3 PPI: modulators of 14-3-3 gamma protein binding, primary screen, biochemical, fluorescence polarization. 14-3-3 protein gamma (Homo sapiens), P61981. FP, 14-3-3gamma / TMR-pS259-Raf peptide binding. inhibition, % at 40 µM. 160,000 tested, 0.19% active. AID 422, 2006; in the data active = inhibition above about 30%;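 also: 0% = protein plus tracer without compound and 100% = blank with tracer alone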
Target sequence (P61981 whole entry, looked up): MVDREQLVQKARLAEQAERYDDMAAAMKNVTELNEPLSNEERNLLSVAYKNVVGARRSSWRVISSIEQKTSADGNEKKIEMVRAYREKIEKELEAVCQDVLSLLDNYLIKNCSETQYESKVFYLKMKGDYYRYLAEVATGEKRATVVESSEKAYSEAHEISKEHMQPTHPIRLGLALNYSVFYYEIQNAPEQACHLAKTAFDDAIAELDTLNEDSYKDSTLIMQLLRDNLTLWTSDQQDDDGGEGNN
Numbers without * were called inactive; & = joins results of further samples. Not all compounds are listed. The share of hits here may be higher or lower than overall.

nr | SMILES | 14-3-3 PPI
1 | N#Cc1nc(-c2ccc(OCc3ccccc3)cc2)oc1NCCCn1ccnc1 | -7
2 | CCOc1cccc(OCCOCCN2CCCC2)c1 | -4
3 | COC(=O)C1CCN(C(=O)CSc2nnc(-c3ccncc3)o2)CC1 | 2
4 | COc1ccccc1N1CCN(C(=O)c2ccc(Sc3ccc(Br)cc3)c([N+](=O)[O-])c2)CC1 | 6
5 | CCN(CC)c1ccc(NC(=O)c2cnc3ccccn3c2=O)c(C)c1 | -10
6 | O=C(c1cccs1)n1nnc2ccccc21 | 0
7 | CCOc1ccc(C2NC(=O)c3c(sc4c3CCCC4)N2)cc1OCC (centres undefined) | -5
8 | CC(C)(C)c1ccc(NC(=O)c2scc3c2CCCC3)cc1 | -6
9 | CCOc1ccc(NC(=O)c2ccc(F)c(S(=O)(=O)N3CC(C)CC(C)C3)c2)cc1 (centres undefined) | -8
10 | CC(NS(=O)(=O)c1ccc2c3c(cccc13)C(=O)N2)C1C2CC3CC(C2)CC1C3 (centres undefined) | -4
11 | CC(C)Sc1nc2c(c(=O)n(C)c(=O)n2C)n1Cc1ccc(Cl)cc1 | -3
12 | CCCNS(=O)(=O)c1ccc2c(c1)CCCN2C(C)=O | 2
13 | CC(C)CCNC(=O)c1cc(=O)[nH]c2ccc(S(=O)(=O)N3CCC(C)CC3)cc12 | -1
14 | Cc1ccccc1CN1CCN(CC(=O)O)C1=O | -2
15 | CCC(C)(C)C(=O)Nc1ccc(S(=O)(=O)Nc2nccc(C)n2)cc1 | 0
16 | COc1ccc(CC(=O)Nc2ccc(-c3noc(COc4cccc(C)c4)n3)cc2)cc1 | -24
17 | CSc1nnc(-c2ccco2)n1-c1ccccc1 | 1
18 | O=C(COc1ccc(Cl)cc1)NCc1n[nH]c(=S)n1-c1cccc(Cl)c1 | 1
19 | CSC1=NC(=Cc2ccc(N(C)C)cc2)C(=O)S1 | 125*
20 | CCOC(=O)c1c(NC(=O)c2ccccc2OC(C)=O)sc2c1CCC2 | -13
21 | Cc1c(C(=O)O)cnc2cc(-c3ccc(Cl)cc3)nn12 | -7
22 | COc1ccc(N2C(=O)C3C(c4ccccc4)OC4(C(=O)c5ccccc5C4=O)C3C2=O)cc1OC (centres undefined) | 0
23 | O=C(Oc1ccc2ccc(=O)oc2c1)c1cc2ccccc2o1 | -34
24 | O=S(=O)(Nc1ccc(O)c(Sc2nc3ccccc3s2)c1)c1ccccc1 | 4
25 | CC(=O)c1cc2c(=O)c3ccccc3oc2nc1C | -7
26 | C=CCSC1=C(C#N)C(c2ccccc2)CC(=O)N1 (centres undefined) | -2
27 | Cc1c(/C(O)=C2\C(=O)C(=O)N(CCCN(C)C)C2c2ccccc2)cnn1-c1ccccc1 (centres undefined) | 10
28 | COc1ccc(Nc2nc(-c3cc4c(ccc5ccccc54)oc3=O)cs2)cc1OC | -6
29 | COc1ccc(C2C(C(=O)N3CCC(Cc4ccccc4)CC3)c3cc(OC)c(OC)cc3C(=O)N2C)cc1OC (centres undefined) | 1
30 | Cc1ccc(C(C)C)c(OCC(O)CN2CC(C)OC(C)C2)c1 (centres undefined) | -6

Entries by screen from above.
14-3-3 PPI for nos. 21–27 → -7, 0, -34, 4, -7, -2, 10

Additional records follow:
nr | SMILES | 14-3-3 PPI
31 | Cc1cc(OCC(=O)Nc2c(C)n(C)n(-c3ccccc3)c2=O)ccc1[N+](=O)[O-] | -11
32 | CC1(C)Cc2c(sc(NC(=O)c3ccco3)c2C#N)CO1 | -10
33 | CCCOC(=O)c1cc(-c2ccc(OC)cc2)nc2ccc(Cl)cc12 | -4
34 | CC1CCN(c2ccccc2N)CC1 | -9
35 | c1ccc(N=C(c2ccccc2)c2ccccc2)cc1 | 1
36 | C=CCn1c(=O)n(Cc2ccccc2)c(=O)c2c3c(sc21)CCCC3 | -10
37 | Cc1ccc(-c2csc3ncnc(Sc4nnc(CN5CCCCCC5=O)o4)c23)cc1 | 8
38 | O=C(NCc1n[nH]c(=S)n1Cc1ccccc1)c1ccco1 | -4
39 | CCc1nc2c(cnn2-c2ccc(Cl)cc2)c(=O)n1-c1ccc2c(c1)OCCO2 | -5
40 | O=C(O)CCNc1ncnc2ccc(Br)cc12 | -6
41 | CCCCOC(=O)c1ccc(NC(=O)c2cnccn2)cc1 | -17
42 | CC1(C)CC(=O)c2sc(NC(=O)c3ccc(Cc4ccccc4)cc3)nc2C1 | 5
43 | Cc1cc(=O)oc2cc(OC(=O)CN3C(=O)c4cccc([N+](=O)[O-])c4C3=O)ccc12 | -13
44 | O=C(O)C1C2CC3C(OC(=O)C31)C2Cl (centres undefined) | 1
45 | CCOc1ccccc1-n1c(SCC(=O)c2ccc(Br)cc2)nc2[nH]ncc2c1=O | -33
46 | CCOc1cc2c(cc1OC)C(c1cccc([N+](=O)[O-])c1)NCC2 (centres undefined) | -12
47 | Nc1ccc(-c2nc3ncccc3o2)cc1 | 7
48 | COC(=O)c1c(NC(=O)CCCOc2ccccc2C)sc2c1CCC(C)C2 (centres undefined) | 3
49 | CCOC(=O)c1sc2nc(SCC#N)n(CCc3ccccc3)c(=O)c2c1C | -1
50 | CCOC(=O)C(N)CSC1CC(=O)N(c2ccc(Br)cc2)C1=O (centres undefined) | -10
51 | COc1ccc(CNCCC2(c3ccccc3)CCOC(C(C)C)C2)cc1 (centres undefined) | 0
52 | Cc1nc2sc(C(=O)N3CCN(c4ccc([N+](=O)[O-])cc4)CC3)c(C)c2c(=O)[nH]1 | -4
53 | O=S(=O)(c1ccc2c(c1)OCCO2)N(Cc1ccc(F)cc1)Cc1nnc(-c2cccs2)o1 | -2
54 | CCOC(=O)c1ccc(N2C(=S)NC3c4cc(Br)ccc4OC2(C)C3C(=O)N(C)C)cc1 (centres undefined) | -7
55 | Cc1ccc(NC(=O)C2CCN(S(=O)(=O)c3cnc[nH]3)CC2)nc1 | 0
56 | COc1ccc(C2CC(=O)n3nc(-c4ccccc4)nc3S2)cc1OC (centres undefined) | -6
57 | O=C(Nc1ccc2ncsc2c1)c1ccc(S(=O)(=O)N2CCCC2)cc1 | -1
58 | O=C(Nc1ccc(Oc2ccc(NC(=O)c3ccco3)c(NC(=O)c3ccco3)c2)cc1)c1ccco1 | -12
59 | O=C(CCn1c(=O)[nH]c2ccccc2c1=O)NCCCN1CCN(c2cccc(Cl)c2)CC1 | -2&-2
60 | CCOc1ccc(Oc2ccc(-c3cnc4ccccc4n3)cc2[N+](=O)[O-])cc1 | 9
61 | COc1cccc(C(c2nnnn2CS(=O)(=O)c2ccc(C)cc2)N2CCN(C)CC2)c1OC (centres undefined) | 0
62 | Clc1cccc(-c2nnc(-c3ccccc3)o2)c1 | -15
63 | Cn1c(NCCN2CCOCC2)nc2c1c(=O)n(Cc1cccc(Cl)c1)c(=O)n2C | -6
64 | O=C(Nc1cccc(Br)c1)c1ccn[nH]1 | -4
65 | COc1ccc(CNC(=O)c2ccc(C#CC(C)(C)O)cc2)cc1 | -3
66 | COc1cccc2cc(C(=O)NC(C)=O)c(=Nc3ccccc3)oc12 | -2
67 | CCC(=O)Nc1cccc(-c2nc3cc(Cl)ccc3o2)c1 | -294
68 | Cc1ccc(C2C3=C(CC(C)(C)CC3=O)Nc3ccc4ccccc4c32)o1 (centres undefined) | 1
69 | COc1ccc(-n2nc(C(=O)NC(C)C)c3c4ccccc4n(C)c3c2=O)cc1 | -3
70 | COc1ccc(C(=O)NCc2nnc(SCC(=O)N3CCCC3)o2)cc1 | 18
71 | Cc1cc(=O)n2nc(N3CCC(C(=O)NCCc4ccccc4)CC3)sc2n1 | -9
72 | CCN(Cc1ccccc1)C(=O)Cn1cnc2c1c(=O)n(C)c(=O)n2C | -1
73 | O=C(O)c1nc2ccccc2nc1C(=O)O | -5&3
74 | CC(C)(C)c1ccc(S(=O)(=O)NCc2ccc(C(=O)NC3CCCCCC3)cc2)cc1 | 0
75 | CC1(C)C(c2ccccc2)=NC(c2ccc(F)cc2)N1O (centres undefined) | -4

(list continues)
#	mol	14-3-3 PPI
76	NS(=O)(=O)c1ccc(NC(=O)c2ccc(N3C(=O)CCC3=O)cc2)cc1	-43
77	COc1cc2c(cc1OC)CN(C(=O)c1ccccc1C(=O)O)CC2	-7
78	OC(CN1C2=NCCCN2c2ccccc21)c1ccc(Br)cc1 (centres undefined)	-5
79	Clc1ccccc1N1CCN(c2ncnc3sc4c(c23)CCCC4)CC1	-20
80	N#CCc1ncc(CSc2nc3ccccc3[nH]2)s1	-132
81	CC(C)C(NC(=O)c1ccccc1NC(=O)c1ccco1)C(=O)O (centres undefined)	-5
82	COc1ccc(C2C=C(Nc3ccccc3)C(=O)N2c2ccccc2)c(OC)c1 (centres undefined)	-9
83	Cc1nnc2c(N3CCCCC3)nc3ccccc3n12	-8
84	c1ccc(-c2nnc(-c3ccccn3)nc2-c2ccccc2)cc1	-3
85	COc1cccc(NC(=O)CCP(C)(=O)O)c1	-1
86	Cc1cc(C(=O)Nc2cnn(Cc3ccc(Cl)cc3Cl)c2)no1	-1
87	COc1ccc(CNc2ccc(C(=O)Nc3ccc(C(F)(F)F)cc3)cc2[N+](=O)[O-])cc1	-26
88	COc1cc(C2CC(=O)Nc3ccc4ccccc4c32)ccc1OC(=O)c1ccc(Cl)cc1 (centres undefined)	2
89	Cc1ccc(S(=O)(=O)N2CCCC2C(=O)Nc2nc3ccccc3s2)cc1 (centres undefined)	1&-5
90	COC(=O)c1ccc(OCC(=O)c2ccc(O)cc2O)cc1	-11
91	Cc1ccc(C)c(CN2C(=O)CSc3ccc(C(=O)NCCCN4CCCCCC4)cc32)c1	-18
92	CCOC(=O)N1CCN(C(=O)c2ccc3c(SCC(=O)O)c4c(nc3c2)CCC4)CC1	0
93	O=c1cc(N2CCc3ccccc3C2)[nH]c(=O)n1C1CCCCC1	-5
94	O=C(NC1CCCCC1)C1CCN(S(=O)(=O)N2CCCCCC2)CC1	10
95	O=C(Nc1ccc(Br)cc1)C1C2C=CC3(O2)C1C(=O)N(CCN1CCCCCC1)C3C(=O)NC1CCCCC1 (centres undefined)	-24
96	Cc1sc2ncnc(SCC(=O)Nc3ccc(Cl)cc3)c2c1C	-18
97	CCCCN(C)CCNc1nc(=S)[nH]c2ccccc12	-1
98	O=S(=O)(c1cccnc1)N1CCN(c2cccc(C(F)(F)F)c2)CC1	-6
99	CSc1nc2c(sc3ccccc32)c(=O)n1CC1CCCO1 (centres undefined)	-1
100	Cc1cc(C)n(C(=O)CCC2COc3ccccc3O2)n1 (centres undefined)	-2
101	COc1ccc(OC)c(CN2C(=O)c3ccccc3C2C(=O)NCCc2ccccc2)c1 (centres undefined)	-5
102	CCCOc1ccc(Cc2c(Cl)nc(SC)nc2NC)cc1	-3
103	CC1CC(=O)N(c2ccc(NCc3ccccc3C(F)(F)F)c([N+](=O)[O-])c2)C1=O (centres undefined)	-1
104	COc1ccc(C2=NN3C(C2)c2ccccc2OC3c2ccc(C)cc2)cc1 (centres undefined)	-7
105	CCOc1ccc(CN2CCN(S(=O)(=O)c3ccc4ccccc4c3)CC2)cc1OC	-3
106	CCOC(=O)c1c(N=c2oc3ccccc3cc2C(=O)Nc2ccc(F)cc2)sc(C)c1C	-3
107	Cc1sc2ncn(Cc3ccc(Cl)cc3)c(=O)c2c1C	-3
108	CCCCOc1ccc(C2C=C(Nc3ccccc3)C(=O)N2c2ccccc2)cc1 (centres undefined)	-9
109	O=C(Cc1cccs1)N1CCC(c2nc3c(nnn3Cc3ccccc3Cl)c(=O)[nH]2)CC1	-4
110	CC(=O)c1cccc(Nc2ncnc3ccc(Br)cc23)c1	-26
111	Fc1ccccc1CN1CCN(C2CCCC2)CC1	-10
112	c1ccc(-c2ccc(C(c3ccccc3)n3ccnc3)cc2)cc1 (centres undefined)	-6
113	O=C(Nc1ccccc1C(=O)NC1CCCCC1)c1cccc(S(=O)(=O)NC2CCCCC2)c1	6
114	CN(C)c1nc(N)nc(-c2cccnc2)n1	-18
115	CC1CCN(S(=O)(=O)c2ccc(F)c(C(=O)Nc3ccc(C(C)C)cc3)c2)CC1	-4
116	O=C(CCNc1ccc(Cl)c(C(F)(F)F)c1)c1ccco1	-5
117	CC(C)(C)C1(C)OC(C(N)=O)C(C(N)=O)O1 (centres undefined)	-2
118	Clc1ccccc1-c1nc2ccccc2[nH]1	4
119	CCN(CC)C(=O)C[n+]1cccc(C(N)=O)c1	11
120	Cc1c(C(=O)NCc2ccccc2Cl)oc2ccc(S(=O)(=O)N3CCC(C)CC3)cc12	-4
121	COc1ccc(OC)c2[nH]c(=O)c(CCNC(=O)C(C)C)cc12	-8&-10
122	O=C(NCC1CCCO1)c1sc(=S)n2c1[nH]c(=O)c1ccc(C(=O)N3CCN(c4ccccc4)CC3)cc12 (centres undefined)	-4
123	COc1cccc(NC(=O)c2ocnc2C)c1	-8
124	O=C(CCc1nc2ccccc2[nH]1)Nc1ccc(F)cc1	2
125	Cc1ccc2nsnc2c1S(=O)(=O)N1CCN(C(=O)C2CCCO2)CC1 (centres undefined)	1
126	Cc1sc2nc(SCC(=O)c3ccc(O)c(O)c3)[nH]c(=O)c2c1C	-25
127	CCc1nc2ccccc2n1Cc1ccc(OC)c(OC)c1	-6
128	CCOc1nc(NCCc2ccc(OC)c(OC)c2)nc(NC(C)(C)CO)n1	-7
129	O=C(CSc1nnc(C2COc3ccccc3O2)o1)Nc1nccs1 (centres undefined)	0&-8
130	CCOc1cccc2cc(C(N)=O)c(=Nc3ccccc3)oc12	4
131	COc1cc2c(cc1OC)C(C(=O)Nc1ccc(F)cc1)C(c1ccc(SC)cc1)N(C)C2=O (centres undefined)	-6

A different layout for part of the listing above.
#125 Cc1ccc2nsnc2c1S(=O)(=O)N1CCN(C(=O)C2CCCO2)CC1 (centres undefined)
  14-3-3 PPI: 1

#126 Cc1sc2nc(SCC(=O)c3ccc(O)c(O)c3)[nH]c(=O)c2c1C
  14-3-3 PPI: -25

#127 CCc1nc2ccccc2n1Cc1ccc(OC)c(OC)c1
  14-3-3 PPI: -6

#128 CCOc1nc(NCCc2ccc(OC)c(OC)c2)nc(NC(C)(C)CO)n1
  14-3-3 PPI: -7

Reformatted with each value named: entries from further up
15: CCC(C)(C)C(=O)Nc1ccc(S(=O)(=O)Nc2nccc(C)n2)cc1
  14-3-3 PPI: 0
16: COc1ccc(CC(=O)Nc2ccc(-c3noc(COc4cccc(C)c4)n3)cc2)cc1
  14-3-3 PPI: -24
17: CSc1nnc(-c2ccco2)n1-c1ccccc1
  14-3-3 PPI: 1
18: O=C(COc1ccc(Cl)cc1)NCc1n[nH]c(=S)n1-c1cccc(Cl)c1
  14-3-3 PPI: 1
